SRC3 inh: human NCOA3 inhibition; inhibition, % at 3.6 µM; AID 588352; actives 0.17% (n = 360,000); HEK293 GAL4-SRC3 luciferase reporter, luminescence; Q9Y6Q9;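 active = inhibition above a per-campaign cutoff, the mean of all compounds plus 3 SD, cut at about 60% in these data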;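 also: 0% = DMSO-treated cells and 100% = gossypol-treated cells at 36 µM; higher means less SRC3-driven luciferase light from the GAL4 reporter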
NCOA2 inhibitor: inhibits human steroid receptor coactivator 2; Q15596; HEK293 GAL4-SRC2 luciferase reporter, luminescence; inhibition, % at 9 µM; actives 0.17% (n = 370,000); AID 651957;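 active = inhibition above the mean inhibition of all tested compounds plus 3 SD, set per campaign, cut at about 52% in these data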;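 also: 0% = DMSO treated cells and 100% = cells given Gossypol at 36 µM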
SRC1 inh: human NCOA1 inhibition; Q15788; HEK293 GAL4-SRC1 luciferase reporter, luminescence; inhibition, % at 3.6 µM; actives 0.12% (n = 360,000); AID 588354;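 active = inhibition above the campaign mean plus 3 SD, with each screening campaign given its own cutoff, cut at about 60% in these data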;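 also: 0% = DMSO treated cells and 100% = gossypol at 36 µM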
TWEAK-Fn14 inh: inhibitors of TWEAK-Fn14 interaction signaling. AID 1159606. inhibition, % at 10 µM. actives 2% (n = 360,000). TWEAK-stimulated Fn14 reporter cells, luciferase luminescence, 8 h; in the data active = inhibition above about 50%
TROY NFkB inh: blocks TROY-dependent signaling in reporter cells; inhibition, % at 10 µM; actives 0.98% (n = 360,000); AID 1347056; Q293 LMP1-TROYcd NF-kB luciferase reporter, 4 h;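 active = compounds whose plate-normalised and pattern-corrected inhibition of the luciferase reporter signal at the single screening dose is 50% or more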
COUP-TFII inh: inhibitors of human COUP-TFII (NR2F2); P24468; HEK293T NGFI-A luciferase reporter, luminescence; inhibition, % at 8.6 µM; actives 0.7% (n = 370,000);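 active = inhibition above a per-plate cutoff, mean inhibition of test wells between control levels plus 3 SD, cut at about 38% in these data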;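 also: cells cotransfected with COUP-TFII expression vector driving the NGFI-A reporter; 0% = median of COUP-TF2 test wells and 100% = reporter-only cells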
Target sequence (P24468 whole entry, looked up): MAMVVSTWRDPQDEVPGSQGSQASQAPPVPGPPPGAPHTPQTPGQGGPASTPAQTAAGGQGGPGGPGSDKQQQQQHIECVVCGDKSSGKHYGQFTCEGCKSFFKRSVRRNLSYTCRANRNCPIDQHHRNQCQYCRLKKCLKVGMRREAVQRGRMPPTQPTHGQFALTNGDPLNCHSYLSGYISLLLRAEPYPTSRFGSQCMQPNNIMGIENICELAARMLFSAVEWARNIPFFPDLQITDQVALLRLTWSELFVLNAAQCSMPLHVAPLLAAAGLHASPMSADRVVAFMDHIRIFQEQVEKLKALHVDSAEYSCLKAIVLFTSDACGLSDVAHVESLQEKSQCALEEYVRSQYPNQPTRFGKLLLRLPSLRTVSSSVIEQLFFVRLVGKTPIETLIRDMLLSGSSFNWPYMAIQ
TLR9-MyD88 inh: blocks human TLR9 binding to MyD88; CHO BLA complementation TLR9-MyD88, CCF4 FRET ratio; actives 0.21% (n = 340,000); inhibition, % at 4.98 µM; AID 504734; Q9NR96+Q99836;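 active = inhibition above the mean over all tested compounds plus 3 SD, cut at about 21% in these data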;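 also: 0% = DMSO only wells and 100% = clavulanate BLA inhibitor control wells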
Granule exo inh: lytic granule exocytosis inhibition; AID 651702; actives 0.66% (n = 360,000); TALL-104 LAMP-1 surface exposure, flow cytometry; cells stimulated with thapsigargin and PMA; inhibition, % at 10 µM;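 active = inhibition above about 55%, limit read from the data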
NOD2-RIPK2 inh: inhibitors of human NOD2-RIPK2 interaction; inhibition, % at 4.98 µM; O43353; CHO BLA complementation NOD2-RIPK2, CCF4 ratio; actives 0.38% (n = 360,000); in the data active = inhibition above about 21%;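 also: 0% = vehicle only and 100% = reference blocker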
LRH-1 inv ag: NR5A2 inverse agonism in reporter assay. HEK293T StAR-luciferase reporter, LRH-1 transfected, 24 h. inhibition, % at 3.6 µM. actives 0.13% (n = 360,000). O00482;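 active = inhibition above the mean inhibition of all tested compounds plus 3 SD, cut at about 73% in these data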;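 also: 0% = DMSO wells and 100% = reporter-only cells lacking LRH-1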
Target sequence (O00482 whole entry, looked up): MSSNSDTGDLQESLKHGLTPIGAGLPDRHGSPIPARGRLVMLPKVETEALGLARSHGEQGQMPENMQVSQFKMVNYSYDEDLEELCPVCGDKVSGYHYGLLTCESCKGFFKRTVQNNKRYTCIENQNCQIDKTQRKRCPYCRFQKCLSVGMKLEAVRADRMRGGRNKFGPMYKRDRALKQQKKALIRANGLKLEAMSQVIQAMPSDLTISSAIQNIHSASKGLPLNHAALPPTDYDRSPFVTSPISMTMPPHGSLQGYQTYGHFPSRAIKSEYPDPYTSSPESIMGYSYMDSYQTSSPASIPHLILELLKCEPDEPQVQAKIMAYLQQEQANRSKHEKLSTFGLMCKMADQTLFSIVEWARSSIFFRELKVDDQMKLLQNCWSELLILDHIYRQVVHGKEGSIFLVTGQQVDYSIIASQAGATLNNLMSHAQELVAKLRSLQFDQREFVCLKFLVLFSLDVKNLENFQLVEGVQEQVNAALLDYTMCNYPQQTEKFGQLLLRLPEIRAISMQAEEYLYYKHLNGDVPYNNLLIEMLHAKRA
ABHD5 PLIN5 PPI: ABHD5-PLIN5 protein interaction inhibition; Q00G26+Q8WTS1; Split G. princeps luciferase complementation, luminescence, 4 h; inhibition, % at 4 µM; actives 0.78% (n = 360,000); AID 602281;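 active = inhibition above the mean inhibition across every tested compound plus 3 SD, cut at about 22% in these data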;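 also: 0% = DMSO only wells and the 100% control is not disclosed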
The depositor's hits bear a star; nt = no result given; & = joins results of further samples.

SMILES	SRC3 inh	NCOA2 inhibitor	SRC1 inh	TWEAK-Fn14 inh	TROY NFkB inh	COUP-TFII inh	TLR9-MyD88 inh	Granule exo inh	NOD2-RIPK2 inh	LRH-1 inv ag	ABHD5 PLIN5 PPI
CC(=O)N1C[C@H](O)C[C@H]1C(=O)O	-10	27	-5	1	3	19	-3	-4	-4	5	6
CC1=NN(c2ccccc2)C(=O)C1	4	15	-57	-5	-18	-6	-6	-2	-1	12	-29
COc1cncc(C#Cc2ccccn2)c1	nt	-18	nt	9	-65	-25	nt	-8	-9	-31	6
O=C(O)COC(=O)Cc1ccccc1Nc1c(Cl)cccc1Cl	-12	-3	3	-1	2	21	5	0	-5	-28	3
CC(C)Cn1cnc2c1c(=O)n(C)c(=O)n2C	-3	5	-10	20	-2	7	-8	-6	-4	-6	-8
CCCCCCCCO	9	5	-26	8	-6	-4	-8	2	9	-7	5
Cc1nnc(NS(=O)(=O)c2ccc(N)cc2)s1	2	-9	4	-4	-10	0	-11	-1	-3	-11	-3
O=c1cc[nH]c(=O)[nH]1	1	-19	3	4	2	-23	-10	2	-3	16	-3
CC(C)(CO)[C@@H](O)C(=O)NCCC(=O)O	-2	nt	6	12	-1	nt	3	0	-13	5	1
CC(=O)NCCCCCC(=O)O	-10	-19	-2	-15	-16	-8	nt	2	-12	2	1
NC(=O)NC(CCC(=O)O)C(=O)O (configuration not stated)	2	-1	8	1	-15	-5	6	-5	4	-5	1
C/C=C/C=N\NC(=O)c1ccncc1	6	-6	4	6	4	-9	3	-4	-16	20	0
COc1nc(C)nc(Cl)c1NC1=NCCN1	21&20	-10&-10	3&8	-3&8	1&-6	-15&7	1&6	3&-9	-3&-9	1&-4	-2&15
CCOc1ccc(S(=O)(=O)N2CCCCCC2)c2ccccc12	12	16	0	-12	7	7	-1	0	6	-4	-3
C[C@H]1c2cccc(O)c2C(=O)C2C(=O)C3(O)C(=O)C(C(N)=O)C(=O)[C@@H](N(C)C)[C@@H]3[C@@H](O)[C@@H]21 (some centres not stated)	8	-18	7	16	-7	3	8	12	3	3	0
CN(C)CCCN1c2ccccc2Sc2ccccc21	-3	7	1	-29	8	-7	13	1	-28	13	9
Nc1cc(-c2ccncc2)c[nH]c1=O	-10	8	12	5	-5	-6	3	-1	7	3	-23
Cc1cc(C)nc(/N=C(\N)Nc2ccc(S(N)(=O)=O)cc2)n1	3	-44	-10	-17	-21	19	1	-2	1	15	4
Cc1coc2c1C(=O)C(=O)c1c-2ccc2c1CCCC2(C)C	-16	-7	-18	33	37	-8	6	-2	-4	10	-20
CC1(C)O[C@H]2CC(=O)OCC23[C@H]2CC[C@@]4(C)[C@H](c5ccoc5)OC(=O)[C@H]5O[C@]54[C@]2(C)C(=O)C[C@@H]13 (some centres not stated)	10	3	-4	-15	1	16	-2	-5	-4	-10	10
O=C1NCC2(CCN(CCc3ccccc3)CC2)O1	11	9	6	-7	3	13	-2	1	2	1	2
CC1=C(C(=O)O)N2C(=O)[C@@H](NC(=O)[C@H](N)c3ccc(O)cc3)[C@H]2SC1	-9	-9	-7	-6	3	15	0	-5	-11	7	-5
CN(C)C/C=C(/c1ccc(Br)cc1)c1cccnc1	-10	-7	10	4	9	-5	1	-1	8	-18	-4
COc1ccc(CN(CCN(C)C)c2ccccn2)cc1	-6&6&9	-3&10&16	-10&7&5	-1&-16&1	-13&-10&-19	18&-8&3	5&-4&10	-1&-7&-9	-9&1&4	31&6&-21	0&11&10
O=C(Cn1ccnc1[N+](=O)[O-])NCCO	-6	-41	-7	-1	-7	2	nt	-2	-9	-6	-4

Complete entries, looked up by structure.
CC1=NN(c2ccccc2)C(=O)C1 across the screens: SRC3 inh = 4; NCOA2 inhibitor = 15; SRC1 inh = -57; TWEAK-Fn14 inh = -5; TROY NFkB inh = -18; COUP-TFII inh = -6; TLR9-MyD88 inh = -6; Granule exo inh = -2; NOD2-RIPK2 inh = -1; LRH-1 inv ag = 12; ABHD5 PLIN5 PPI = -29
O=C(O)COC(=O)Cc1ccccc1Nc1c(Cl)cccc1Cl across the screens: SRC3 inh = -12; NCOA2 inhibitor = -3; SRC1 inh = 3; TWEAK-Fn14 inh = -1; TROY NFkB inh = 2; COUP-TFII inh = 21; TLR9-MyD88 inh = 5; Granule exo inh = 0; NOD2-RIPK2 inh = -5; LRH-1 inv ag = -28; ABHD5 PLIN5 PPI = 3

Additional compounds
SMILES	SRC3 inh	NCOA2 inhibitor	SRC1 inh	TWEAK-Fn14 inh	TROY NFkB inh	COUP-TFII inh	TLR9-MyD88 inh	Granule exo inh	NOD2-RIPK2 inh	LRH-1 inv ag	ABHD5 PLIN5 PPI
CCC[C@H](N[C@@H](C)C(=O)N1[C@H](C(=O)O)C[C@@H]2CCCC[C@@H]21)C(=O)OCC	-5	5	6	-1	-8	3	5	-3	-6	-15	7
N=C(N=C(N)N)N1CCOCC1	-2	-5	-5	10	2	-2	-3	-4	-2	-9	-8
O=C1N(c2ccccc2)c2ccccc2C1(Cc1ccncc1)Cc1ccncc1	9	11	-8	7	2	4	-8	-5	0	2	0
CN1CCC(=C2c3ccccc3CCc3sccc32)CC1	20	nt	9	1	-12	nt	1	2	9	-6	17
COc1cc2nc(N3CCN(C(=O)C4COc5ccccc5O4)CC3)nc(N)c2cc1OC (configuration not stated)	-13	-17	-3	-36	-5	-1	-9	1	2	-15	2
O=C(O)[C@@H]1[C@H]2C[C@H]3c4[nH]c5ccccc5c4CCN3C[C@@H]2CC[C@@H]1O	5	-3	-33	-8	12	-7	-7	-5	5	-7	-8
CCCn1ncc(CN2CCCC(C(=O)c3cccc(OC(C)C)c3)C2)c1C (configuration not stated)	19	-7	-10	6	16	11	-4	-4	0	7	0
COc1ccccc1OCC(O)COC(N)=O (configuration not stated)	-8	11	8	-18	8	5	4	-3	-3	18	2
CC(=O)[C@H]1CC[C@H]2[C@@H]3C[C@H](C)C4=CC(=O)CC[C@]4(C)[C@H]3[C@@H](O)C[C@]12C	-54	-23	-9	-26	15	-13	9	18	-12	-2	5
CCCOc1ccccc1-c1nc2n[nH]nc2c(=O)[nH]1	-6	5	-23	5	3	8	-5	6	-1	-7	-5
C[C@]12CC[C@H]3[C@@H](CCC4=CC(=O)CC[C@@]43C)[C@@H]1CC[C@@H]2C(=O)CO	-16	22	0	-1	6	-13	-5	-5	-21	-2	0
CCOC(=O)C1(CCOc2ccccc2)CCN(Cc2ccc(O)c(Cl)c2)CC1	-12	20	13	2	7	-3	7	3	4	12	-5
CC(C)=CC(=O)O[C@@H]1Cc2cc3ccc(=O)oc3cc2OC1(C)C	0	8	-12	-6	-11	6	-12	-7	-7	25	-5
Cc1nc2c3ccccc3nc(NNC(=O)CCC(=O)N3CCN(c4ccccc4)CC3)n2n1	24	11	2	-1	-4	-8	7	0	-9	-16	3
NS(=O)(=O)c1cc2c(cc1C(F)(F)F)NC(Cc1ccccc1)NS2(=O)=O (configuration not stated)	5	-19	12	4	-2	16	5	-6	-8	4	0
CC1(C)OC2CC3C4CC(F)C5=CC(=O)C=CC5(C)C4(F)C(O)CC3(C)C2(C(=O)CO)O1 (configuration not stated)	-21	-20	-22	-14	6	-35	8	-16	-1	-5	-9
c1ccc2c(CC3=NCCN3)cccc2c1	0	11	-21	-22	-9	3	-1	3	-9	-16	10
Nc1ccc(C(=O)Nc2ccccc2N)cc1	-9	-112	-120	-61	-3	30	-2	-9	9	-31	3
Cc1onc(-c2ccccc2Cl)c1C(=O)N[C@@H]1C(=O)N2[C@@H]1SC(C)(C)[C@@H]2C(=O)O	-5&14	20&1	-1&6	6&-21	-18&-7	18&4	-12&-9	-2&2	-9&-10	-11&3	-5&-5
COc1c(O)cc2c(c1O)C1OC(CO)C(O)C(O)C1OC2=O (configuration not stated)	5	-3	10	2	1	-6	-3	4	-7	4	-5
C=C1c2cccc(O)c2C(=O)C2C(=O)[C@]3(O)C(=O)C(C(N)=O)C(=O)[C@@H](N(C)C)[C@@H]3[C@@H](O)[C@H]12 (some centres not stated)	4	-12	1	29	14	0	2	-5	2	1	6

Look-ups from the list.
For ABHD5 PLIN5 PPI, CCOC(=O)C1(CCOc2ccccc2)CCN(Cc2ccc(O)c(Cl)c2)CC1 is listed with -5
For TLR9-MyD88 inh, CC(C)=CC(=O)O[C@@H]1Cc2cc3ccc(=O)oc3cc2OC1(C)C is listed with -12

Part of the list above, field by field:
> CN1CCC(=C2c3ccccc3CCc3sccc32)CC1
  SRC3 inh: 20; NCOA2 inhibitor: nt; SRC1 inh: 9; TWEAK-Fn14 inh: 1; TROY NFkB inh: -12; COUP-TFII inh: nt; TLR9-MyD88 inh: 1; Granule exo inh: 2; NOD2-RIPK2 inh: 9; LRH-1 inv ag: -6; ABHD5 PLIN5 PPI: 17

> COc1cc2nc(N3CCN(C(=O)C4COc5ccccc5O4)CC3)nc(N)c2cc1OC (configuration not stated)
  SRC3 inh: -13; NCOA2 inhibitor: -17; SRC1 inh: -3; TWEAK-Fn14 inh: -36; TROY NFkB inh: -5; COUP-TFII inh: -1; TLR9-MyD88 inh: -9; Granule exo inh: 1; NOD2-RIPK2 inh: 2; LRH-1 inv ag: -15; ABHD5 PLIN5 PPI: 2

> O=C(O)[C@@H]1[C@H]2C[C@H]3c4[nH]c5ccccc5c4CCN3C[C@@H]2CC[C@@H]1O
  SRC3 inh: 5; NCOA2 inhibitor: -3; SRC1 inh: -33; TWEAK-Fn14 inh: -8; TROY NFkB inh: 12; COUP-TFII inh: -7; TLR9-MyD88 inh: -7; Granule exo inh: -5; NOD2-RIPK2 inh: 5; LRH-1 inv ag: -7; ABHD5 PLIN5 PPI: -8

> CCCn1ncc(CN2CCCC(C(=O)c3cccc(OC(C)C)c3)C2)c1C (configuration not stated)
  SRC3 inh: 19; NCOA2 inhibitor: -7; SRC1 inh: -10; TWEAK-Fn14 inh: 6; TROY NFkB inh: 16; COUP-TFII inh: 11; TLR9-MyD88 inh: -4; Granule exo inh: -4; NOD2-RIPK2 inh: 0; LRH-1 inv ag: 7; ABHD5 PLIN5 PPI: 0

Compound activity as filed in PubChem BioAssay.

An excerpt, so the mix of outcomes need not match the whole.
